MT1-MMP act inh: inhibitors of human MT1-MMP activation; P50281; HT1080 RFP-PRO-GFP cells, GFP/RFP ratio fluorescence, overnight; percent of plate control window, DMSO zero; GFP/RFP ratio change, % at 20 µM; actives 0.061% (n = 360,000); AID 651647;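 active = GFP/RFP ratio change of at least 30% with cell ATP level not reduced by more than half and red fluorescence within 50% of control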; also: strong numbers were not always called active
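Compound: 20 µM single dose, 1% DMSO / System: HT1080 RFP-PRO-GFP cells / Controls: DMSO and RFP-L50D-GFP cell wells / Read-out basis: GFP/RFP fluorescence ratio / Schedule: overnight compound exposure at 37 °C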
MsrA inh: bovine MsrA inhibition; purified bovine MsrA, absorbance read-out; inhibition, % at 15.5 µM; actives 0.75% (n = 360,000); AID 651718; in the data active = inhibition above about 4.5%;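 also: 0% = vehicle wells with enzyme and 100% = reference inhibitor wells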
TbMetRS inhib: Trypanosoma brucei MetRS inhibition. inhibition, % at 11.9 µM. actives 0.4% (n = 360,000). AID 624268. purified T. brucei MetRS, ATP depletion, Kinase-Glo luminescence;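 active = inhibition above a per-plate cutoff of the control wells' mean inhibition plus 3 SD, cut at about 5.5% in these data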;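 also: 0% = DMSO wells median and 100% = median of wells with control inhibitor compound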
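Material – parasite MetRS enzyme · Medium – HEPES-MgCl2-KCl buffer plus DTT, spermine, BSA, pyrophosphatase · Reagent – ATP, methionine and E. coli bulk tRNA substrates · Times – 15 min enzyme-compound preincubation, 2 h reaction, 10 min detection, 25 °C · Measured by – luminescence of leftover ATP · Evaluation – percent inhibition relative to median high and low control wells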
SKN-1 inh: blocks SKN-1 activity in C. elegans. inhibition, % at 21.8 µM. AID 624304. actives 0.49% (n = 360,000). C. elegans VP596 Pgst-4::GFP/RFP ratio, acrylamide-induced, 24 h;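 active = interference check ratio from 0.5 to 1.5 plus GFP to RFP signal ratio inhibition reaching or exceeding a fixed threshold, cut at about 30% in these data, passing the limit was not always enough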; also: some compounds called inactive have numbers as strong as hits
eLon inh: inhibits E. coli Lon protease; P0A9M0; inhibition, % at 7.94 µM; purified E. coli Lon protease, fluorescence polarization; actives 0.42% (n = 360,000); in the data active = inhibition above about 13%, passing the limit was not always enough;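 also: 0% = enzyme with probe and DMSO and 100% = no enzyme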
FAS-TE inh: inhibitors of human fatty acid synthase thioesterase domain | inhibition, % at 15 µM | recombinant FAS-TE, OMFH fluorogenic substrate, fluorescence endpoint | AID 602261 | P49327 | actives 0.67% (n = 360,000);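 active = compounds whose normalised, plate-corrected inhibition of enzyme fluorescence in the single-dose primary screen is 50% or more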;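 also: 0% = DMSO with enzyme and 100% = substrate without enzyme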
PABP1 MLLE inh: inhibitors of microRNA-mediated deadenylation, human PABP1 MLLE binding | inhibition, % at 20 µM | actives 0.36% (n = 360,000) | GST-MLLE / FITC-PAM2 fluorescence polarization | AID 588489 | P11940; in the data active = inhibition above about 35%, passing the limit was not always enough;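 also: plate controls were DMSO wells with GST-MLLE for no effect and wells lacking GST-MLLE protein for full effect; some results filed as inactive read as strong as hits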
bovine MsrA act: activators of bovine methionine sulfoxide reductase A; purified bovine MsrA, absorbance read-out; activation, % at 10.6 µM; actives 0.3% (n = 360,000); AID 602163; in the data active = activation above about 7.5%;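 also: 0% = vehicle and 100% = reference activator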
CendR NRP1 mod: modulators of CendR peptide binding to human neuropilin-1. O14786. FAM-RPARPAR peptide binding to NRP-1, fluorescence polarization. inhibition, % at 25 µM. actives 0.85% (n = 360,000);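 active = inhibition or corrected inhibition above about 18%, plus a signal ratio from 0.5 to 1.5, limit read from the data, passing the limit was not always enough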; also: strong numbers were not always called active
Target sequence (O14786 whole entry, looked up): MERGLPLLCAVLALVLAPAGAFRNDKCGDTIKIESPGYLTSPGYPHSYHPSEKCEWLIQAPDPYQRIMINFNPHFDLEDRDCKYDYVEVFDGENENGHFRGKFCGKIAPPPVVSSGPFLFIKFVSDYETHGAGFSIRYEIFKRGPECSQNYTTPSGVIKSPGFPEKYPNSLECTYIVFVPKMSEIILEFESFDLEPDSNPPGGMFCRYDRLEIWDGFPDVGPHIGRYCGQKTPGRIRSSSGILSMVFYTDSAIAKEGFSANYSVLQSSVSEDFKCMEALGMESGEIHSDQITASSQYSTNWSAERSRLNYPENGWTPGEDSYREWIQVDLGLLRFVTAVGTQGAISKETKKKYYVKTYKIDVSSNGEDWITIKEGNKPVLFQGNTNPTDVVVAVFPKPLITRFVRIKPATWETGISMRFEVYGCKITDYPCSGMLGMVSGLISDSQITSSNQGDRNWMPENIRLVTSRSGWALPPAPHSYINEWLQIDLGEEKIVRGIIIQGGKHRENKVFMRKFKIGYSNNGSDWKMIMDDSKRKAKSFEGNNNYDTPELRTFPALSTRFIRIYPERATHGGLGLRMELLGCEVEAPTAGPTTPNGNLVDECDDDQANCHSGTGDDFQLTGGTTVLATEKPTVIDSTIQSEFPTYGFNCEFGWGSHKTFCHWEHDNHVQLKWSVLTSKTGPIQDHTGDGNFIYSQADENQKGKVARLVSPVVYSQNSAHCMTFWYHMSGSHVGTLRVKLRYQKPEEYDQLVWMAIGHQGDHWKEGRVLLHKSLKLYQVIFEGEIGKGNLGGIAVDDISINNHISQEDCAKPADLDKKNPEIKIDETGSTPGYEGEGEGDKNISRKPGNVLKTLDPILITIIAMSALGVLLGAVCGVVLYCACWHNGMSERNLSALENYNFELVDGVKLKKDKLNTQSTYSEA
Starred values were filed as active, the others as inactive; . = no result given.

SMILES	MT1-MMP act inh	MsrA inh	TbMetRS inhib	SKN-1 inh	eLon inh	FAS-TE inh	PABP1 MLLE inh	bovine MsrA act	CendR NRP1 mod
Cc1sc2nc(CN3CCN(S(=O)(=O)c4cccc5nonc45)CC3)[nH]c(=O)c2c1C	0	-1.3	-0.4	-5	1	25	7	-5	6
COc1ccc(C)cc1NC(=O)CSc1ccc(-c2ccco2)nn1	-4	0.2	-0.4	6	0	10	11	-4	-9
CCCc1cc(=O)[nH]c(SCC(=O)NCC2COc3ccccc3O2)n1 (centres undefined)	4	0.8	0.1	-27	-11	-7	-1	-7	5
NS(=O)(=O)c1cc(Cl)c(NC(=O)COC(=O)c2ccccn2)c(Cl)c1	-2	-0.4	0.1	-8	-6	-4	-4	-3	-4
C[C@@]12CCC=C[C@H]1[C@H](c1ccc(F)c(/C=C/c3ccccc3)c1)N(Cc1ccccc1)C2=O	-6	0.1	0.0	6	-9	29	12	-10	13
CCn1cc(C(=O)NN)c(=O)c2cc(F)c(N3CCOCC3)cc21	1	1.1	-0.9	10	1	-3	2	-3	6
COc1ccc([C@H]2CC(=O)C=C(c3ccc(Cl)c(F)c3)C2)cc1	4	-0.7	-0.4	16	9	45	-2	-5	3
O=C(Nc1ccc(S(=O)(=O)Nc2ncccn2)cc1)c1ccc(Cl)c([N+](=O)[O-])c1	3	1.5	0.0	6	0	-2	-11	-3	7
COc1ccc(-c2cc(C(=O)O)c3ccccc3n2)c(OC)c1	4	1.1	-0.7	5	3	-4	13	-3	-17
CN(Cc1ccc([N+](=O)[O-])cc1)c1ccccc1	0	-0.5	-0.2	6	-18	19	-2	-4	24
COC(=O)c1c(NC(=O)COC(=O)[C@@H](NS(=O)(=O)c2ccccc2)C(C)C)sc2c1CCC2	-3	1.5	-0.4	12	1	23	-2	-2	-8
CCOC(=O)c1csc(NC(=O)c2ccc(OCC)cc2)n1	-31	1.4	-0.5	4	-4	2	9	-3	-9
Fc1ccc(-c2cc3nc4c(c(N5CCOCC5)n3n2)CCCC4)cc1	-6	1.7	-0.1	15	1	21	3	-2	-1
COC(=O)c1cc(NC(=O)Cc2ccccc2[N+](=O)[O-])ccc1Cl	3	-0.8	-0.2	5	-4	4	0	-3	0
CCCOc1ccccc1C1CC(=O)NC(C)=C1C(=O)OCC(C)C (centres undefined)	-1	0.2	-2.0	-26	-2	13	-6	-7	-11
CC1CCC(NCC(=O)Nc2cccc(S(N)(=O)=O)c2)CC1 (centres undefined)	2	-0.4	0.2	-3	-5	-5	-5	-2	3
CC(=O)c1ccc(S(=O)(=O)NCC(=O)N2CCN(C/C=C/c3ccccc3)CC2)cc1	5	-1.0	-0.3	-12	-9	-3	20	-8	-4
CC(=O)c1cc(C#N)c(SCCC(C)C)nc1C	0	.	-0.6	1	-3	56*	-6	-3	6
O=C(CCC(=O)Nc1ccccc1Cl)N/N=C1\CCCc2ccccc21	3	0.7	0.3	2	7	-6	5	3	-12
Cc1ccc(NC(=O)CCCN2C(=S)NC(C)(C)CC2C)cc1 (centres undefined)	-3	-1.0	-1.0	7	-7	-4	-58	-4	11
O=C(Cc1cccc2ccccc12)Nc1nnc(-c2cccc([N+](=O)[O-])c2)s1	3	0.1	0.2	-7	-7	2	-3	-3	-4
O=C(Cn1nnc2ccccc2c1=O)Nc1cccc(S(=O)(=O)N2CCOCC2)c1	2	-0.1	0.3	4	-10	-6	-11	-5	4
C/C(N)=C(/C#N)C(=O)CSc1cc(Cl)ccc1Cl	1	-0.4	0.0	14	-4	6	9	-3	-14
CCCCOc1ccc(C2C(C(=O)c3ccc(C)o3)=C(O)C(=O)N2CC2CCCO2)cc1 (centres undefined)	-2	1.3	0.6	-2	5	-2	0	0	-17
CC(C)Oc1ccccc1/C=N/n1nnnc1N	2	2.4	-0.3	6	6	1	6	-7	-2
O=C(O)c1cc([N+](=O)[O-])ccc1NCc1ccccc1	11	2.5	-0.7	8	3	-4	1	-9	-5
COc1cccc(OC)c1CNC(=O)C1CCC(=O)N(CC2CCCCC2)C1 (centres undefined)	4	-0.9	0.0	2	-9	-4	13	-3	3
CCOc1ccc(-n2c(N)c(C(=O)NCc3cccnc3)sc2=S)cc1	-4	1.4	-0.2	-19	-9	11	35	-5	-3
CC(=O)Oc1ccc(-c2cc3c(OC(C)=O)cc(OC(C)=O)cc3oc2=O)cc1	-2	1.7	-0.2	7	-20	-4	-36	-2	-40
O=C(c1ccc2c(c1)OCO2)N1CCN(CCN2C(=O)c3cccc4cccc(c34)C2=O)CC1	2	-0.4	-0.5	6	2	-6	-1	-2	-14
CC(C)CC(N)c1csc(NC(=O)Nc2ccccc2C(C)(C)C)n1 (centres undefined)	-6	0.1	-0.3	10	2	-8	6	0	-3
CCc1ccc(NC(=O)N(CCN2CCOCC2)Cc2ccc3c(c2)CCCN3CC)cc1	3	-0.9	-0.3	3	0	8	2	-8	20
OCCC1CN(Cc2nc3ccc(F)cc3[nH]2)CCN1C1CCCC1 (centres undefined)	1	0.8	-0.7	-10	1	-5	3	-4	-2
CC(C)CC1NC(C(=O)O)Cc2c1[nH]c1ccccc21 (centres undefined)	0	0.5	-1.2	-7	13	-2	-1	-3	13
Cc1cc(-c2ccccc2C(=O)NCc2ccccc2)on1	3	-0.1	-0.2	-7	-2	-8	-3	-4	-6
COc1ccccc1OCC(=O)N/N=C/c1c(O)ccc2ccccc12	-13	1.2	-0.4	-14	-2	22	-8	-4	14
CCCNC(=O)c1c(Cl)cnn1-c1ccc(C)cc1	-1	-0.1	0.4	8	8	2	3	-10	6
COc1ccc(C2N(c3ccc(Cl)cc3)N=C(C(C)=O)N(C)N2C(C)=O)cc1 (centres undefined)	-11	-0.7	-0.4	2	0	25	-10	-1	3
O=C(O)CCCCCNC(=O)c1ccc(C(=O)NCCCCCC(=O)O)cc1	3	0.6	0.3	2	-6	-4	5	-2	0
COc1ccc(OC)c(CN2C(=O)CN(S(C)(=O)=O)CC2(C)C(=O)NCc2ccccc2)c1 (centres undefined)	0	-0.4	0.0	-13	.	.	.	.	3
Cc1ccc(NC(=O)Cc2nnc(SCC(=O)NC3CCCC3)n2C)cc1C	1	0.5	0.1	6	2	-5	6	-3	2
COc1ccc(S(=O)(=O)Nc2ccc3c(c2)C(=O)N([C@H](C)CO)C[C@H](C)[C@@H](CN(C)C(=O)Nc2ccc(C(F)(F)F)cc2)OCCCC[C@H](C)O3)cc1	-4	0.7	-0.9	16	-5	63*	-4	-1	3
CN(C)c1c(N)c(=O)oc2ccccc12	-4	1.9	-0.6	1	-5	-6	18	-7	5
Cc1ccc(C)c(C(=O)CC2(O)C(=O)N(C)c3ccccc32)c1 (centres undefined)	4	0.7	-0.2	15	-10	-7	-5	-3	4
Cc1ccc(C(=O)Nc2ccsc2C(=O)O)cc1	3	0.3	-1.6	6	7	-8	14	-3	-1
CCCCCN(C(=O)NC(=O)NCCCC)S(C)(=O)=O	2	-0.6	-0.1	8	-3	-4	-2	-2	3
O=C(CCl)N(c1ccccc1)c1ccccc1	-3	1.2	-0.5	6	5	-1	-2	-3	-5
COc1ccc(F)cc1-c1cc(NC=O)c2ncc(-c3cccc(C(=O)N(C)C)c3)n2c1	-14	1.1	0.3	2	-12	1	-45	-8	-23
CN1CCN(C2=Nc3ccccc3Oc3ccc(Cl)cc32)CC1	0	0.0	-1.8	-12	-9	5	12	-7	-19
CC(=O)Nc1ccc(S(=O)(=O)N(C)CC(=O)OCC(=O)N(CC(C)C)C2CCS(=O)(=O)C2)cc1 (centres undefined)	5	-1.0	-0.5	9	-8	-10	-10	-2	-2

Already shown: an excerpt of the list.
SMILES	MT1-MMP act inh	MsrA inh	TbMetRS inhib	SKN-1 inh	eLon inh	FAS-TE inh	PABP1 MLLE inh	bovine MsrA act	CendR NRP1 mod
Cc1ccc(NC(=O)Cc2nnc(SCC(=O)NC3CCCC3)n2C)cc1C	1	0.5	0.1	6	2	-5	6	-3	2
COc1ccc(S(=O)(=O)Nc2ccc3c(c2)C(=O)N([C@H](C)CO)C[C@H](C)[C@@H](CN(C)C(=O)Nc2ccc(C(F)(F)F)cc2)OCCCC[C@H](C)O3)cc1	-4	0.7	-0.9	16	-5	63*	-4	-1	3
CN(C)c1c(N)c(=O)oc2ccccc12	-4	1.9	-0.6	1	-5	-6	18	-7	5
Cc1ccc(C)c(C(=O)CC2(O)C(=O)N(C)c3ccccc32)c1 (centres undefined)	4	0.7	-0.2	15	-10	-7	-5	-3	4
Cc1ccc(C(=O)Nc2ccsc2C(=O)O)cc1	3	0.3	-1.6	6	7	-8	14	-3	-1
CCCCCN(C(=O)NC(=O)NCCCC)S(C)(=O)=O	2	-0.6	-0.1	8	-3	-4	-2	-2	3
O=C(CCl)N(c1ccccc1)c1ccccc1	-3	1.2	-0.5	6	5	-1	-2	-3	-5
COc1ccc(F)cc1-c1cc(NC=O)c2ncc(-c3cccc(C(=O)N(C)C)c3)n2c1	-14	1.1	0.3	2	-12	1	-45	-8	-23
CN1CCN(C2=Nc3ccccc3Oc3ccc(Cl)cc32)CC1	0	0.0	-1.8	-12	-9	5	12	-7	-19
CC(=O)Nc1ccc(S(=O)(=O)N(C)CC(=O)OCC(=O)N(CC(C)C)C2CCS(=O)(=O)C2)cc1 (centres undefined)	5	-1.0	-0.5	9	-8	-10	-10	-2	-2

Screening data (PubChem BioAssay)
